# ADAM10 inh: ADAM10 inhibition, QFRET primary screen; inhibition, % at 7 µM; AID 720582; recombinant ADAM10, EDANS/DABCYL FRET peptide cleavage, 3 h; 0.62% of 370,000 active; O14672;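 active = inhibition above a per-campaign cutoff equal to the mean of compounds falling between control-based bounds plus 3 SD, cut at about 20% in these data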;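 also: 0% = DMSO wells while the 100% control is not disclosed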
# DDE Tn6 FP inh: DD(E)-Tn6 binding inhibition, primary FP screen | AID 720509 | Fibrin DD(E) TRITC-Tn6 fluorescence polarization displacement | 0.21% of 370,000 active | inhibition, % at 8.3 µM | P02675;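 active = inhibition above a per-campaign cutoff: mean of compounds within control limits plus 3 SD, cut at about 15% in these data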;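 also: 0% = median of all compound wells on the plate and 100% = blocking peptide control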
# ARFGAP1 inhibitor: inhibitors of rat ARFGAP1. inhibition, % at 16.5 µM. 0.26% of 360,000 active. Q62848. AID 651572. Arfgap1-stimulated ARF1 GTP hydrolysis, GDP FP detection;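 active = inhibition above a per-plate limit, mean inhibition of low control wells plus 3 SD, cut at about 25% in these data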;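 also: 0% = DMSO wells with enzyme and 100% = wells lacking Arfgap1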
# Target sequence (Q62848 1-136 limits assumed): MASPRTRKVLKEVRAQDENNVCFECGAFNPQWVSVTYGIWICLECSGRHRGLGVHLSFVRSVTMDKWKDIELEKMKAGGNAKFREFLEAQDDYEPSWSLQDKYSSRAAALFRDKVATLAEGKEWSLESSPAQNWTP
#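 System: truncated rat Arfgap1 GAP domain / Medium: HEPES-based buffer, pH 7.5 / Also added: N-terminally truncated human ARF1-GTP substrate / Incubation: enzyme reaction 120 min at 25 °C after 20 min preincubation / Measured by: FP of antibody-bound GDP Alexa 633 tracer, ex 620/em 688 nm / Replicates: singlicate, each compound tested once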
# TDP2 inh: blocks human TDP2 phosphodiesterase activity; O95551; recombinant TDP2, T5PNP hydrolysis, p-nitrophenol absorbance 415 nm; inhibition, % at 12.8 µM; 0.34% of 370,000 active; AID 720702;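 active = inhibition above the mean of all tested compounds plus 3 SD, set per campaign, cut at about 25% in these data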;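 also: 0% = DMSO with enzyme and 100% = buffer with substrate but no TDP2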
# Target sequence (O95551 whole entry, looked up): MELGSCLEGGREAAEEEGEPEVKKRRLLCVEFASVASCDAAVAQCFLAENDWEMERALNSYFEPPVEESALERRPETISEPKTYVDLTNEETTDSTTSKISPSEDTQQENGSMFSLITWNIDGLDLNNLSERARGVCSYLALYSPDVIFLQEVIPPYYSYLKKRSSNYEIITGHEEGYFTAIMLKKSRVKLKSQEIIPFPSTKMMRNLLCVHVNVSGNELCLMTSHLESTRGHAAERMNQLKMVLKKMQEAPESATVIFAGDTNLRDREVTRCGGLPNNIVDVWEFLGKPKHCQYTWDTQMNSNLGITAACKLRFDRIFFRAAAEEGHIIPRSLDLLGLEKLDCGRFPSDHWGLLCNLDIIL
#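 System – recombinant human TDP2 · Quantity – TDP2 enzyme at 120 nM final · Doses – single concentration, 12.8 µM nominal, with 1% DMSO · Incubation – 2 h at 37 °C · Measured by – epi absorbance of p-nitrophenol freed from T5PNP by hydrolysis · Read-out – % inhibition relative to enzyme-containing and enzyme-free wells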
# LEDGF integ inh: blocks HIV-1 LEDGF/p75-dependent DNA integration; TR-FRET IN-LEDGF/p75 DNA integration, Eu/Cy5; inhibition, % at 3.7 µM; 0.64% of 370,000 active; AID 743269;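 active = inhibition above the screen-wide mean plus 3 SD, cut at about 13% in these data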;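 also: signal is the Cy5 over europium emission ratio at 671 and 618 nm; 0% = plate median of compound wells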
# ADAM17 inh: ADAM17 inhibition, QFRET primary screen; P78536; 0.83% of 370,000 active; inhibition, % at 6.95 µM; recombinant ADAM17, EDANS/DABCYL FRET peptide cleavage;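 active = inhibition above the mean of compounds lying between control limits plus 3 SD, set per campaign, cut at about 8.5% in these data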;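 also: 0% = DMSO-only wells as the low control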
# DDE Tn7 FP inh: DD(E)-Tn7 binding inhibition, primary FP screen. FP displacement of FITC-Tn7 peptide from fibrin DD(E); 0% = median of compound wells per plate. inhibition, % at 8.3 µM. 0.13% of 370,000 active. AID 720508;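 active = inhibition above the mean of compounds falling within the control limits plus 3 SD of them, cut at about 14% in these data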;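 also: 0% = plate median of compound wells and 100% = 10 µM Aha-Tn7 peptide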
#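 Test system: human clot-derived fibrin DD(E) complex / Quantity: 2 µM final DD(E) protein / Incubation: 10 min plus 3 h, room temperature / Measured by: fluorescence polarization / Benchmarks: high control of 10 µM Aha-Tn7 peptide / Replicates: singlicate testing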
# ASAP1 inh: ASAP1 ArfGAP inhibition; Q9ULH1; ASAP1-stimulated ARF1 GTP hydrolysis, GDP FP detection; inhibition, % at 16.5 µM; 0.19% of 360,000 active; in the data active = inhibition above about 25%;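 also: 0% = vehicle with enzyme and substrate and 100% = no enzyme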
# proKLK7 act: activates the human kallikrein-7 zymogen. purified proKLK7, EDANS-DABCYL substrate fluorescence; 100% is mature enzyme control, 0% vehicle. P49862. 0.9% of 370,000 active. activation, % at 7 µM;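 active = activation above the mean of all tested compounds plus 3 SD, computed per campaign excluding outliers beyond control limits, cut at about 13% in these data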
# Target sequence (P49862 whole entry, looked up): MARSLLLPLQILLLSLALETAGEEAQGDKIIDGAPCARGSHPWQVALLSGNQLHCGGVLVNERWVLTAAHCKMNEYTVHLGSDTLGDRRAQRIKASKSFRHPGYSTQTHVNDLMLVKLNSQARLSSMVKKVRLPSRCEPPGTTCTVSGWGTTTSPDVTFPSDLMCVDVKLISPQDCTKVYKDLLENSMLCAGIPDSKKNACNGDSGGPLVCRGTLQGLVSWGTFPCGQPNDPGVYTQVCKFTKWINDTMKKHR
# PLCg1 inh: blocks human PLC-gamma1 enzyme activity; P19174; purified PLC-gamma1, fluorogenic substrate, fluorescence; inhibition, % at 12.2 µM; 0.84% of 370,000 active; AID 720700; in the data active = inhibition above about 9.5%
# An asterisk follows results filed as active; i = inactive; nt = no result given. Random draw from the library. About 4.2% of those tested had a hit in this group.
SMILES,ADAM10 inh,DDE Tn6 FP inh,ARFGAP1 inhibitor,TDP2 inh,LEDGF integ inh,ADAM17 inh,DDE Tn7 FP inh,ASAP1 inh,proKLK7 act,PLCg1 inh
CC(OC(=O)c1nccnc1N)C(=O)Nc1ccc(S(=O)(=O)N2CCCC2)cc1 (stereo not drawn),i,-4,2,8,2,i,2,-8,-12,-312
O=c1c2ccccc2n(Cc2ccco2)n1[C@@H](Cc1ccccc1)Cn1cc(C2CCCC2)nn1,-356,8,nt,11,-2,-89,9,nt,-1.5,-61
CCC1(c2ccccc2)NC(=O)N(CC(=O)Nc2ccccc2N2CCCCC2)C1=O (stereo not drawn),4,-9,8,-9,2,3,-6,-3,-0.4,8
O=C(CSc1nnnn1-c1ccccc1)Nc1nsc(-c2ccc(Cl)cc2)n1,1,1,44*,3,0,-3,5,26*,0.2,-8
CSCCC1NC(=O)C(C(C)=NNC(N)=O)=C1O (stereo not drawn),-7,-2,-6,6,-3,-9,5,5,-5.8,-5
Cc1cc(Nc2cccc(F)c2)nc(NCc2ccccc2)n1,17,-6,10,-14,-7,5,-3,-3,-0.6,4
Cc1nnc(NC(=O)CSc2nccn2C)s1,-4,-1,-12,-5,0,-4,2,9,0.4,-5
CCC(C)N(C(=O)COc1ccc(Br)cc1C=O)C1CCS(=O)(=O)C1 (stereo not drawn),-34,-5,7,-18,2,-16,4,-5,-1.0,2
COc1ccc2[nH]c(=O)c(CN(Cc3cccnc3)C(=S)NCC3CCCO3)cc2c1 (stereo not drawn),-281,1,1,9,0,-92,9,-1,0.4,-33
Cc1nnc(C)n1/N=C/c1ccc(C(=O)O)cc1,-3,-4,-11,-5,0,3,-3,11,0.4,3
Cc1nn(-c2ccccc2)c(N)c1C(O)(C(F)(F)F)C(F)(F)F,8,-1,13,0,0,2,-6,7,0.0,2
CCc1ccc(-c2nc(NC(=S)NC(=O)c3cccs3)sc2C)cc1,-4,12,-8,-9,-4,-5,4,2,1.0,-3
Cc1ccc(S(=O)(=O)N2CCN(C(=O)COC(=O)c3ccc(Br)o3)CC2)c(C)c1,4,5,-8,-2,1,1,2,-2,0.4,2
COc1cccc(CNC(=O)c2ccc(S(=O)(=O)N3CCCC3)cc2)c1,-5,-3,2,-5,-3,-2,11,9,0.1,-2
CCC[C@@H](CN1CCC[C@H]1CN1C(N)=NC[C@H]1C(C)C)N1C[C@@H]([C@H](C)CC)N(CCCC2CCCC2)C1=N,-8,1,-1,2,0,-2,4,10,1.0,3
CC(=O)c1ccc(OCc2cc(C(=O)N3CC4C[C@@H]5CC3C[C@H](C4)C5)no2)cc1,-6,1,-3,-7,-1,-4,1,4,-0.2,-5
Cc1ccc(C(=O)OCC(=O)c2ccccc2)cc1,4,-5,14,-1,1,0,-5,-6,-0.2,6
COc1ccc(Cc2nnc(NC(=O)c3cccc(C)c3)s2)cc1,1,5,-5,-3,2,-1,5,-25,-0.7,1
CCOc1ccccc1NC(=O)CSc1nnc(-c2cnccn2)n1CC,-2,-4,3,2,0,-5,-5,10,0.1,2
CCOc1ccc(C2=Nn3cnnc3SC2)cc1,1,-4,-3,9,-1,-7,1,0,0.3,0

# Continued, overlapping the part above by 3 compounds.
SMILES,ADAM10 inh,DDE Tn6 FP inh,ARFGAP1 inhibitor,TDP2 inh,LEDGF integ inh,ADAM17 inh,DDE Tn7 FP inh,ASAP1 inh,proKLK7 act,PLCg1 inh
COc1ccc(Cc2nnc(NC(=O)c3cccc(C)c3)s2)cc1,1,5,-5,-3,2,-1,5,-25,-0.7,1
CCOc1ccccc1NC(=O)CSc1nnc(-c2cnccn2)n1CC,-2,-4,3,2,0,-5,-5,10,0.1,2
CCOc1ccc(C2=Nn3cnnc3SC2)cc1,1,-4,-3,9,-1,-7,1,0,0.3,0
Cc1ccc(S(=O)(=O)N(C)C[C@H]2Oc3ccc(NC(=O)Nc4c(C)noc4C)cc3CC(=O)N([C@@H](C)CO)C[C@@H]2C)cc1,-5,-6,-1,-8,-2,6,-5,0,-0.1,6
C=CC[C@@H](CC(=O)N(CCO)Cc1ccccc1)C(=O)N[C@H](C)COC(=O)[C@@H](CC=C)Cc1ccc(F)cc1,6,3,4,-3,1,2,-4,-5,0.9,1
Cc1ccccc1N(C(=O)Cn1nnc(-c2ccc(F)cc2)n1)C(C(=O)NC(C)(C)C)c1ccncc1 (stereo not drawn),-1,1,7,-8,0,-2,2,-9,0.9,1
CN1CCc2c(sc(/N=C/c3c[nH]c4ccccc34)c2C#N)C1,-114,-3,13,11,1,-43,-6,4,1.2,-94
CCCNC(=O)c1ccc(N2CCC3(CC2)CC(c2cccc(Br)c2)=NO3)c(NC(=O)c2ccc(Br)cc2)c1,6,5,1,5,-1,1,-3,2,-2.3,-2
CSc1ncc(Cl)c(C(=O)Nc2cccc(C)c2)n1,12,-1,10,-3,5,-2,-6,3,-0.1,8
Cc1sc2nc(CN3CCCC3)nc(N3CCN(S(=O)(=O)c4ccccc4)CC3)c2c1C,-57,3,4,8,-2,-20,5,-2,-2.5,-53
CCO[C@@H]1OC(C(=O)NCc2ccccc2)=C[C@H](C(C)(C)C)[C@H]1CCCO,1,-1,1,1,0,0,1,-8,-0.8,2
CCn1cc(C(=O)NCC(OC)OC)c(=O)c2cc(S(=O)(=O)N3CCOCC3)ccc21,-9,-4,7,2,3,-2,-2,6,0.3,2
O=C(NCc1ccccc1)C(c1ccccc1F)n1c(=O)c(-c2ccco2)nc2ccccc21 (stereo not drawn),-135,8,1,4,8,-38,-1,-9,-2.3,-64
Cn1c(SCC(=O)N2CCOCC2)nc2c(c1=O)SCC2,2,-1,5,2,-2,-4,-2,-1,-0.7,2
Nc1nnc(SCC(=O)OCC(=O)NC23CC4CC(CC(C4)C2)C3)s1,-5,2,6,-4,-2,-1,3,15,0.2,-2
CCCOc1ccc(-c2nn(-c3ccccc3)cc2/C=C2\SC(N)=NC2=O)cc1C,1,6,-13,1,2,-2,-2,2,-0.4,1
Nc1nnc(CCc2ccccc2)s1,-3,-3,4,-3,1,-1,6,-9,-0.3,4
NNC(=O)c1cc(NS(=O)(=O)c2cccs2)cc(NS(=O)(=O)c2cccs2)c1,-2,-15,-2,1,2,0,-4,-6,-0.2,-7
Cc1ccc(O)c(Nc2ncnc3ccc([N+](=O)[O-])cc23)c1,7,0,11,0,0,-4,3,2,-0.9,2
CN(C)S(=O)(=O)c1cccc(C(=O)NCCCn2ccnc2)c1,7,2,4,-7,1,0,-4,6,-0.7,3
Cc1sc(NC(=O)c2ccccc2)c(C(=O)NCCN(C)C)c1C,6,-3,1,3,-2,1,4,16,-0.1,-22
NCC(=O)Nc1ccc(Br)cc1,1,5,6,5,-1,-1,3,-1,0.3,-1
CCc1ccccc1NC(=O)CN(C)C(=O)CSc1nnc(Nc2ccc(C)cc2)s1,-4,0,-15,3,-2,1,-3,-5,0.4,-2
O=C(OCc1ccccc1)N1CCC2CC1c1cc(-c3ccc(F)cc3)ccc12 (stereo not drawn),-10,1,8,-5,-2,-6,2,11,0.9,0
Cc1ccc(NC(=O)CC2OC(=O)c3ccccc32)cc1S(=O)(=O)N1CCCCCC1 (stereo not drawn),-4,2,12,1,1,1,-2,12,-0.2,-4
NS(=O)(=O)c1ccc(CCNC(=O)CNS(=O)(=O)c2cccc(Br)c2)cc1,-2,3,28*,-7,1,0,1,3,0.9,0
CCOc1cc(CNc2nn[nH]n2)ccc1OCC(=O)NC(C)(C)C,-11,6,-3,5,4,0,1,-16,-0.3,1
CCn1c(C)nnc1SCC(=O)Nc1cccc(C(F)(F)F)c1,-4,2,17,-8,-8,1,3,0,-0.4,0
COC(=O)[C@@]12C[C@@H](CC(=O)NCc3ccccc3)C(=O)N(Cc3ccco3)C1=CCC(C)(C)C2,5,-7,7,-2,5,1,-5,18,0.7,5
COC(=O)C1CCN(C(=O)COC(=O)c2oc3ccc(OC)cc3c2C)CC1,-367,-3,5,-6,3,-102,-2,6,4.3,-103
COc1ccccc1NC(=O)CSc1n[nH]c(-c2cccnc2)n1,-2,0,-2,-3,-1,-5,7,9,-0.3,-2
O=C(Nc1ccc(Cl)cc1)c1ccco1,1,11,-2,-8,-4,2,3,-4,0.0,0
O=C1CN(C(=O)COC(=O)[C@@H]2CCCN2S(=O)(=O)c2ccc(Cl)cc2)c2ccccc2N1,-4,1,-7,0,0,-3,-1,0,0.1,2
O=C(CNC(=O)N1CC(=O)Nc2ccccc21)NCCc1c[nH]c2ccccc12,-17,-6,5,-6,-4,1,-1,12,0.1,1
O=C1NC(Cc2ccc(O)cc2)c2nc3ccc(Br)cc3c(=O)n2-c2ccc(Cl)cc21 (stereo not drawn),-5,-2,7,6,3,1,4,-11,0.0,-6
O=S(=O)(c1ccc2c(c1)CCCN2)N1CCCCC1,-14,-1,-1,2,-4,-7,-1,-19,-0.2,0
CC(=O)N1CCN(S(=O)(=O)c2ccccc2)C1c1ccccc1 (stereo not drawn),5,11,11,-4,0,3,-2,-6,-0.3,2
Nc1nc2ccc(Oc3ccccc3)cc2s1,-1,-1,5,5,1,-1,-1,-19,0.3,2
CC(=O)O[C@@H]1C[C@H]2C(C)(C)C(=O)C=C[C@]2(C)[C@H]2CC[C@@]3(C)[C@H](c4ccoc4)OC(=O)[C@H]4O[C@]43[C@@]21C,7,-4,-5,-5,4,8,-2,12,0.2,2
CCS(=O)(=O)C1=NN2C(=N)/C(=C\c3ccc(OCCOc4cccc(OC)c4)c(OC)c3)C(=O)N=C2S1,2,-5,4,2,2,2,2,0,-0.9,-2
CCOC(=O)CCCCC(=O)c1[nH]c(=O)[nH]c1Cn1cnc2ccccc21,-3,5,-6,5,6,-1,7,-4,-0.9,1
O=C(NCC1CCCO1)c1cccnc1NCc1ccc(F)cc1 (stereo not drawn),-111,-8,9,1,1,-43,-3,0,2.5,-31
CNC(=O)/C(C#N)=C\c1ccc(CNS(=O)(=O)c2ccccc2)o1,-1,0,-1,-11,1,2,-6,7,-0.3,6
CC1CC(C)CN(C(=O)COC(=O)c2ccc3c(c2)C(=O)N(Cc2ccco2)C3=O)C1 (stereo not drawn),-3,2,4,-8,1,-4,1,3,0.4,-2
O=S1(=O)c2ccc(N3CCC[C@@H]3CO)cc2O[C@H]2CCN1C2,-19,0,nt,-6,-3,-12,4,nt,0.0,-17
